UbGFP stabilizer – ubiquitin-GFP accumulation via proteasome inhibition | Ubiquitin-GFP reporter cells, proteasome inhibition, GFP fluorescence; response scale: untreated = 0%, 10 µM MG-132 = 100% | Potency, µM (doses to about 45.9 µM), for the others: top-dose activation (GFP accumulation), usual class: activators | 67,000 tested, under 10 active | AID 526; active = well fitted activation curve with a large enough effect, not every such curve was filed as active; inconclusive = small, poorly fitted or top-dose-only effect, or another doubt; inactive = no such curve, though single readings can be large or run the other way; note: potency is the fitted concentration of half-maximal effect
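U2OS cells stably expressing ubiquitin(G76V)-GFP, seeded overnight in 0.5% FBS medium, were exposed to compounds (qHTS, 46 uM to 2.9 nM) for 4 hr at 37 °C. GFP-positive cells were counted by laser cytometry (488 ex/515 em), normalized between basal and 10 uM MG-132.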
Casp7 inh – caspase-7 (human) inhibition, allosteric or competitive. P55210. recombinant caspase-7, Ac-DEVD-AFC fluorescence rate. Potency, µM (titrated, usually from 57.5 µM), for inactives: top-dose activity change, negative = inhibition, hits mostly inhibitors. actives 0.02% (n = 75,000); active = well fitted inhibition curve with a large enough effect in the main read-out, with a control signal flat, not every such curve was filed as active; inconclusive = small, poorly fitted or top-dose-only effect, or a change in a side signal; note: potency is the fitted concentration of half-maximal effect; % of control where 0% means no effect
BRCT PPI red – inhibitors of human BRCA1 BRCT-phosphoprotein interaction (red fluorophore); AID 892; Potency, µM (highest dose often 76.9 µM), inactives show at the top dose activity change, negative = inhibition, hits mostly inhibitors; BRCT-phosphopeptide binding, red fluorescence polarization; P38398; actives 0.03% (n = 75,000); note: % is set by controls: 0 for no effect and ±100 for the full control effect
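Fluorescence polarization: 100 nM His-tagged BRCA1 BRCT with 100 nM TAMRA-labelled phospho-BACH1 decapeptide, phosphate buffer pH 7.3 with 150 mM NaCl, DTT, 0.01% Tween 20; 12 min RT. Binding inhibition seen as FP decrease.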
Caspase-1 inhib – blocks human caspase-1 allosterically or competitively. Caspase-1 enzyme, Ac-WEHD-AFC fluorogenic rate. actives 0.03% (n = 75,000). P29466. AID 900. Potency, µM (highest dose often 57.5 µM), for inactives: at the top dose activity change, negative = inhibition, usual class: inhibitors;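 note: potency is the fitted concentration of half-maximal effect; plate controls were vehicle for no effect and no substrate for full effect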
Target sequence (P29466 120-297 limits assumed): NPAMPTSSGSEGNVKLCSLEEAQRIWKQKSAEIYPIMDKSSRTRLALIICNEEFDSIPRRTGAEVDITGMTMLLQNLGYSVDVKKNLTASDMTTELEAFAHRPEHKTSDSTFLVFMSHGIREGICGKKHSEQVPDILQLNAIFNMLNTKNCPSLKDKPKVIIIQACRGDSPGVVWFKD
Target sequence (P29466 317-404 limits assumed): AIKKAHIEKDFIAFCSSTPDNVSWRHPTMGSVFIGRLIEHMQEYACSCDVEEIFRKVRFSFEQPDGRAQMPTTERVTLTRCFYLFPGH
4MU fluor – compounds fluorescent in 4-MU spectral region. actives 11% (n = 59,000). max dye-equivalent concentration, M. compound autofluorescence, 340/450 nm, 4-MU equivalents; hits give high values; in the data active = max dye-equivalent concentration above about 10 nM; inconclusive = mostly about 1.1 nM to 9.6 nM
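Compounds in 100 mM Tris, pH 8.0, sat 15 min at room temperature before fluorescence was read at 340 nm excitation/450 nm emission; a per-plate six-point 4-MU standard curve converted signals to dye-equivalent concentration at each compound concentration.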
Fluorescein fluor – compound autofluorescence in fluorescein spectral region. Compound autofluorescence, 480/540 nm, fluorescein-equivalent; hits give high values. AID 593. max fluorescein-equivalent concentration, M. actives 0.91% (n = 59,000); in the data active = max fluorescein-equivalent concentration above about 10 nM; inconclusive = between about 1.1 nM and that limit
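Each compound is tested across a concentration series in 100 mM Tris buffer at pH 8.0. After 15 min at room temperature, plates are imaged with 480 nm excitation and 540 nm emission filters, and intensities are converted to fluorescein-equivalent values.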
Epigenetic mod – epigenetic GFP locus derepression in mouse cells; actives 0.09% (n = 68,000); Potency, µM (doses to about 46.1 µM), inactives show at the highest dose GFP derepression (activation); AID 597; mouse C127i GFP locus derepression, cytometry, 30 h; note: % of control where 0% means no effect
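Murine C127i mammary cells carrying a silenced, stably integrated CMV-driven GFP reporter were treated with compound for 30 hours at 37 C. After PBS washes, GFP-positive cells were counted by laser-scanning microplate cytometry.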
A350 autofl – A350 region autofluorescence; actives 11% (n = 59,000); Compound autofluorescence, 340/450 nm, Alexa 350 dye-equivalents; hits give high values; max dye-equivalent concentration, M; in the data active = max dye-equivalent concentration above about 10 nM; inconclusive = mostly about 1.1 nM to 9.6 nM
HEK293 cAMP cs – counter-screen for TSHR agonists: cAMP increase in parental HEK293; parental HEK293 CNG cAMP sensor, membrane potential fluorescence; Potency, µM (top dose mostly 57.1 µM), inactives show at the highest dose activation, most hits filed as activators; actives 2.5% (n = 73,000); AID 938; note: potency is the fitted concentration of half-maximal effect; % of control where 0% means no effect; nearly all actives have a fitted effect of over 55% in size
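Counterscreen for endogenous-receptor signalling: CNG-channel HEK 293 cells report cAMP rise by membrane depolarization. After 60 min dye equilibration with 100 uM RO 20-1724, compounds incubated 30 min before bottom-read fluorescence at 590 nm.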
USP2a inhib – blocks human ubiquitin-specific protease USP2a; O75604; USP2a enzymatic assay, qHTS inhibition; Potency, µM (highest dose often 38.3 µM), inactives show at the top dose activity change, negative = inhibition, usual class: inhibitors; actives 0.1% (n = 60,000); AID 927;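 note: potency is the fitted concentration of half-maximal effect; nearly all actives have a fitted effect of over 60% in size; plate controls were DMSO for no effect and NEM full inhibition control for full effect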
Target sequence (O75604 whole entry, looked up): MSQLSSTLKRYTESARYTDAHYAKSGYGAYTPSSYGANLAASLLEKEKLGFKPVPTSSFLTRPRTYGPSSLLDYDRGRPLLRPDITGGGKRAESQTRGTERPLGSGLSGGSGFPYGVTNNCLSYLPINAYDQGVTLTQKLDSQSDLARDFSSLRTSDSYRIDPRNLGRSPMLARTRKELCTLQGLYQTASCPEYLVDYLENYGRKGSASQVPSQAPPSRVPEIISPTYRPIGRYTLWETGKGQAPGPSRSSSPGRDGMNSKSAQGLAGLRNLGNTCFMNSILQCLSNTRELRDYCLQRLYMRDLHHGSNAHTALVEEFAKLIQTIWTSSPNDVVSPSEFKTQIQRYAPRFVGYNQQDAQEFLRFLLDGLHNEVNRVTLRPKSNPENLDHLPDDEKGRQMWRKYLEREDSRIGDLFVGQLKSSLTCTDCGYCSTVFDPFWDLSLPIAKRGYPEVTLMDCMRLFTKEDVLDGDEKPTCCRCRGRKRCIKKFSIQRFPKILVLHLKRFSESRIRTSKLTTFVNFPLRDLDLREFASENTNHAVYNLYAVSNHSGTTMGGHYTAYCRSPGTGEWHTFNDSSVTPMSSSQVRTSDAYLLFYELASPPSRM
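USP2 core (20nM final) preincubated 30 min RT with compound, then Ub-PLA2 20nM and NBD C6-HPC 20uM final added; buffer 20mM Tris-HCl pH 8.0, 2mM CaCl2. Fluorescence Ex 460/Em 535 read at 0 and 2.5 h; normalized to NEM.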
BRCT inh green – inhibitors of human BRCA1 BRCT-phosphoprotein interaction (green fluorophore); BRCA1 BRCT-phosphopeptide binding, green fluorescence polarization; Potency, µM (series often up to 76.9 µM), inactives show at the top dose activity change, negative = inhibition, most hits filed as inhibitors; actives 0.05% (n = 75,000); AID 875;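 note: potency is the fitted concentration of half-maximal effect; plate controls were peptide without protein for full effect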
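Fluorescence polarization: His-tagged BRCT (~35 kDa BRCA1 C-terminus, 250 nM) bound to 100 nM fluorescein-labeled phosphorylated 10-aa BACH1 peptide, pH 7.3 phosphate buffer with DTT and Tween 20. Compounds incubated 12 min at room temperature; inhibition read as lowered polarization.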
Starred values were filed as active, the others as inactive; i = inactive; ? = inconclusive; . = not tested or not shown; ! = not confirmed by another sample; [ ] = another dose, or the depositor's remark. Unless noted, calls come from the whole dose curve; as a rule, active = well fitted curve in the direction sought with a large enough effect; inconclusive = small, poorly fitted or top-dose-only effect, or another doubt; inactive = no such curve, though single readings can be large; an effect the other way counts as inactive or inconclusive. Only part of the results is shown; the hit share may differ from the screen's.

compound	UbGFP stabilizer	Casp7 inh	BRCT PPI red	Caspase-1 inhib	4MU fluor	Fluorescein fluor	Epigenetic mod	A350 autofl	HEK293 cAMP cs	USP2a inhib	BRCT inh green
CC1=C(C(=O)OCC(C)C)C(c2ccc(F)cc2)NC(=O)N1 (stereo not drawn)	-8.3%	0.3%	-1.6%	-0.7%	.	.	4.3%	.	8.3%	4.9%	4.2%
CCc1nc(C)ccc1OCC(=O)NCCCN(C)C	-1.8%	-1.3%	-1.8%	2.1%	i	i	-1.9%	i	1.2%	-15.3%	-1.1%
CCOC(=O)c1c(C)[nH]c2ccc3c(c12)CN1CCc2cc(OC)ccc2[C@@H]1O3	-3.9%	-0.6%	-1.2%	0.2%	.	.	2.8%	.	-58.5%[inhibitor]	.	-1.6%
Cc1cc(=O)oc(C)c1C(=O)N1CCc2c([nH]c3ccccc23)C1C(C)C (stereo not drawn)	-9.0%	-0.8%	-3.0%	-1.7%	.	.	.	.	?	.	-4.0%
CC(C)(C)NC[C@H](O)c1cc(O)cc(O)c1	-0.3%[20.5 µM]	?	0.0%[34.4 µM]	-4.5%[25.7 µM]	1.55e-07M*!	?	4.6%[20.6 µM]	1.9e-07M*!	15.8µM*	4.7%[17.1 µM]	-0.5%[34.4 µM]
CO[C@H]1COC(=O)C/C=C\[C@@H](C)COC(=O)[C@@H](C)NC(=O)C/C=C\[C@@H]1C	.	-1.0%[11.5 µM]	1.6%[15.4 µM]	0.5%[11.5 µM]	.	.	.	.	3.3%[11.4 µM]	.	1.7%[15.4 µM]
CCCCN(C(=O)c1cc(OC)c(OC)c(OC)c1)C1=CC2CCC(C1)N2C (stereo not drawn)	-3.7%	3.0%	-0.6%	0.2%	i	?	-7.0%	i	1.5%	-4.7%	-1.5%
COc1ccc(S(=O)(=O)NCc2ccc3c(c2)OCO3)cc1C(=O)O	-6.2%	2.5%	1.5%	-1.1%	.	.	0.0%	.	6.5%	0.3%	-1.2%
COc1ccc2nc(NC(=O)C(NS(=O)(=O)c3cccs3)C(C)C)sc2c1 (stereo not drawn)	3.5%	-4.8%	1.2%	-2.7%	i	i	-2.8%	i	-9.2%	5.8%	-1.1%
Cc1ccc(-c2nnn(CC(=O)Nc3ccc4nn(-c5ccccc5)nc4c3)n2)o1	-0.2%	1.3%	-0.9%	-0.8%	i	i	4.9%	i	-1.2%	4.6%	-1.5%
COc1ccc(-c2cc(C(=O)Nc3cc(C)n(Cc4ccc(Cl)cc4)n3)no2)cc1OC	0.0%	0.4%	0.0%	-1.4%	i	i	2.1%	i	22.8%	22.8%	-1.1%
O=C(O)Cc1ccc(NC(=O)C2CC=CCC2C(=O)O)cc1 (stereo not drawn)	1.5%	0.4%	0.9%	2.1%	.	.	2.5%	.	4.1%	-0.2%	-0.9%
C=CCn1c(SCC(=O)Nc2cc(C)ccc2OC)nnc1-c1ccco1	1.7%	-2.1%	-0.2%	-0.6%	i	i	2.2%	?	10.0%	16.8%	-0.1%
Cn1nnnc1SCc1cc(=O)n2ccsc2n1	-0.3%	0.4%	0.3%	0.3%	i	?	1.2%	i	-0.6%	1.9%	0.2%
COc1cccc2[nH]c3c(N4CCN(Cc5ccc6c(c5)OCO6)CC4)ncnc3c12	.	-1.9%	-0.3%	-0.2%	7.44e-08M*	i	0.5%	9.88e-08M*	-28.1%	39.1%[activator]	-0.7%
O=C(COC(=O)CCC(=O)c1cccs1)NCc1ccco1	-4.3%	-14.9%	-4.9%	-5.8%	i	?	-1.2%	i	10.5%	-6.3%	-3.3%
CC(=O)Nc1nonc1NC(=O)CSc1nc2ccccc2o1	-5.0%	0.4%	1.1%	-2.7%	i	?	-1.4%	i	9.1%	-6.1%	1.2%
c1coc(-c2nnc(-c3cccs3)o2)c1	-3.4%	2.0%	-1.4%	-1.0%	i	i	-1.5%	i	2.5%	.	-1.2%
COC(=O)c1cc(NC2c3ccccc3C(=O)N2CCN2CCOCC2)cc(C(=O)OC)c1 (stereo not drawn)	4.6%	0.4%	-2.1%	1.6%	.	.	-3.4%	.	9.6%	.	0.0%
COc1ccccc1C(=O)Nc1ccccc1C(=O)N1CCCC1	3.4%	1.1%	-1.6%	0.6%	i	i	-3.2%	i	3.2%	-0.4%	-3.9%
CCOC(=O)c1ccc(NC(=O)CCc2nc(-c3ccc(C)cc3)no2)cc1	6.9%	-1.9%	1.7%	-4.4%	i	i	-2.0%	i	29.9%	0.6%	-2.2%
CCOC(=O)COc1ccc2nsnc2c1Cl	-5.2%	-18.1%	1.8%	?	3.59e-07M*	?	-2.1%	4.62e-07M*	5.3%	-3.4%	-1.6%
COCCNc1nc(-c2ccoc2)nc2ccccc12	3.4%	-4.7%	-2.8%	-2.5%	i	i	11.4%[9.22 µM]	i	?	142.3%[activator]	4.7%
O=C(OCCN1C(=O)c2ccccc2C1=O)c1ccc(S(=O)(=O)N2CCCCCC2)cc1	7.0%	-1.5%	2.4%	0.6%	i	?	-1.3%	i	?	8.3%	0.3%
COc1ccc(-c2cc(C(=O)N3CCN(c4ccccn4)CC3)c3ccccc3n2)cc1	-6.6%	-3.5%	-1.9%	-10.3%	1.03e-08M*	i	0.0%	?	8.2%	26.0%	0.7%
COc1ccc(CC2CCOC2=O)cc1 (stereo not drawn)	1.3%	-0.5%	-0.3%	0.6%	.	.	-2.2%	.	7.5%	0.3%	-0.2%
CC(C)(C)OC(=O)NCC(=O)NCC(=O)OCc1ccccc1	5.0%	0.5%	0.1%	1.4%	i	i	-1.6%	i	11.6%	6.1%	-0.6%
COC(=O)CNC(=O)C12CC3(C)CC(C)(CC(C)(C3)C1)C2	4.0%	-7.1%	-0.6%	-0.9%	i	?	3.4%	i	5.2%	-8.0%	-2.5%
Cc1ccc(S(=O)(=O)C2(C(=O)N3CCCCCC3)CC2)cc1	-1.9%	-0.1%	-0.7%	-0.7%	i	i	1.8%	i	6.8%	2.3%	-0.2%
Cc1ccc(S(=O)(=O)c2nc(NCCCn3ccnc3)sc2Cl)cc1	-2.0%	-0.2%	0.8%	0.5%	i	i	-1.9%	i	19.9%	17.1%	0.8%

Fetched by compound from the list above (2):
compound	UbGFP stabilizer	Casp7 inh	BRCT PPI red	Caspase-1 inhib	4MU fluor	Fluorescein fluor	Epigenetic mod	A350 autofl	HEK293 cAMP cs	USP2a inhib	BRCT inh green
CC(C)(C)OC(=O)NCC(=O)NCC(=O)OCc1ccccc1	5.0%	0.5%	0.1%	1.4%	i	i	-1.6%	i	11.6%	6.1%	-0.6%
Cc1cc(=O)oc(C)c1C(=O)N1CCc2c([nH]c3ccccc23)C1C(C)C (stereo not drawn)	-9.0%	-0.8%	-3.0%	-1.7%	.	.	.	.	?	.	-4.0%

Further structures
compound	UbGFP stabilizer	Casp7 inh	BRCT PPI red	Caspase-1 inhib	4MU fluor	Fluorescein fluor	Epigenetic mod	A350 autofl	HEK293 cAMP cs	USP2a inhib	BRCT inh green
O=C(O)c1ccc(-c2ccco2)n1Cc1ccccc1	.	-1.4%	-1.9%	-1.2%	.	.	.	.	?	.	-1.0%
C/C=C/CSc1nc2c(c(=O)[nH]c(=O)n2C)n1CCC	1.0%	1.6%	-1.3%	0.1%	i	?	1.3%	i	13.4%	.	-1.3%
Cc1cccc(N2C(=O)CC(N(O)c3ccccc3)C2=O)c1 (stereo not drawn)	-2.6%	-0.4%	0.6%	-1.6%	i	i	-0.6%	i	1.2%	-0.7%	0.0%
COC(=O)c1ccccc1NS(=O)(=O)c1ccc(O)c(C(=O)O)c1	-1.1%	-1.1%	0.3%	-4.5%	?	i	6.5%	?	10.2%	-7.0%	0.3%
CCOC(=O)CSc1nnc(CSc2nc3ccccc3s2)n1C	1.1%	1.3%	1.4%	0.6%	i	?	-1.1%	i	1.7%	-11.7%	2.3%
Cc1ccc(-n2nnc3c(=O)n(Cc4ccccc4C)cnc32)cc1	1.5%	-0.6%	-1.4%	-3.4%	.	.	.	.	10.8%	.	-1.5%
Cn1c2ccccc2c2ncn(Cc3ccco3)c(=O)c21	5.2%	-12.6%	0.4%	-10.1%	?	i	-2.0%	?	12.0%	10.2%	0.3%
CN(C)C(CNC(=O)CCCc1c[nH]c2ccccc12)c1ccco1 (stereo not drawn)	-3.4%	4.9%	-0.3%	-1.9%	i	?	-1.2%	?	3.4%	-7.3%	-1.1%
CC(=O)NCC12CC3CC(C1)CC(C(=O)O)(C3)C2	.	-2.6%	-0.7%	-1.1%	i	i	-0.5%	i	15.2%	-2.7%	-1.6%
O=S(=O)(c1ccc(C2=CSC3=NCCN23)cc1)N1CCOCC1	2.7%	-4.8%	0.7%	0.5%	i	i	-2.2%	i	7.3%	7.5%	-0.2%
CCCCCCn1c(CN2CCN(C(=O)c3ccco3)CC2)nc2c1c(=O)n(C)c(=O)n2C	2.2%	-13.6%	0.2%	-11.6%	.	.	.	.	26.5%	.	3.1%
CCc1nnc(NC(=O)CCC(=O)N2CCN(C3CCCCC3)CC2)s1	1.0%	-1.0%	-0.5%	-1.1%	i	i	0.0%	i	7.5%	4.1%	1.2%

High-throughput results deposited in PubChem by National Center for Advancing Translational Sciences (NCATS).
